Source: PubChem BioAssay (National Center for Advancing Translational Sciences (NCATS))
TRHR enhancer: TRH receptor (human) allosteric enhancement; AID 493056; hit rate 0.66% among 360,000; TRHR cells, fluo-8 calcium fluorescence, EC20 TRH enhancement; enhancement, % at 2 µM; P34981; in the data active = enhancement above about 30%; note: 0% is about no effect
Target sequence (P34981 whole entry, looked up): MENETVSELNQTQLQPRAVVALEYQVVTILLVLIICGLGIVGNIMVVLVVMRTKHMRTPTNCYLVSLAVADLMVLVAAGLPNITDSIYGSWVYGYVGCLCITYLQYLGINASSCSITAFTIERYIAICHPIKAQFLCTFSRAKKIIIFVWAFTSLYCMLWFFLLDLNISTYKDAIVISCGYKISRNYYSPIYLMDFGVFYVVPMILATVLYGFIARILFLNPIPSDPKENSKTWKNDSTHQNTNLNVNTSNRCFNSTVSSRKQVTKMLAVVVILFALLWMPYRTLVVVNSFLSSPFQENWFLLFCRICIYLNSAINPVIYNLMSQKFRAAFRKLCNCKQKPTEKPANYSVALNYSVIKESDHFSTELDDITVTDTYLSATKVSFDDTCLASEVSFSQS
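TRHR-expressing cells loaded with fluo-8 calcium dye were read kinetically (ex 480/em 530) during compound addition, then stimulated with an EC20 of TRH (10 nM final). Enhancement of the Gq-mediated intracellular calcium response was scored.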
D1 antagonist: blocks dopamine activation of the human D1 receptor. hit rate 3.2% among 360,000. activity change, negative = inhibition, % at 10 µM. HEK293 TREx D1 cells, calcium flux, dopamine EC80; active compounds read low. AID 504652. P21728; in the data active = activity change below about -30%; note: % is set by controls: 0 for no effect and ±100 for the full control effect
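Calcium flux readout: force-coupled, inducible Hek293 Trex D1 line, cells induced overnight at 30 C with tetracycline, dye-loaded 30–90 min at RT. Antagonism scored against EC80 dopamine challenge given 180 s after compound.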
RXFP1 ag: RXFP1 (human) receptor agonism; HEK293T-RXFP1 cAMP TR-FRET, 30 min; response scale: percent of porcine relaxin response, buffer zero; hit rate 0.3% among 370,000; Potency, µM (highest dose often 57.5 µM), without a hit: at the top dose activation, usual class: activators; note: potency is the fitted concentration of half-maximal effect; % is set by controls: 0 for no effect and ±100 for the full control effect; nearly all actives have a fitted effect of over 60% in size; many of its hits are not listed in these tables
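HEK293T cells stably expressing RXFP1 were pretreated with the PDE4 inhibitor Ro 20174, exposed to compounds for 30 min at 37C, lysed, and cAMP was read by TR-FRET. Data normalized to buffer (basal) and 29 nM porcine relaxin (100%).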
D1 ag: human D1 receptor agonism; HEK293 T-REx D1 cells, calcium flux, agonist mode; hit rate 1% among 360,000; activation, % at 2 µM; AID 504660; in the data active = activation above about 30%; note: 0% is about no effect
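Inducible HEK293 T-REx D1 cells, force-coupled to calcium signalling, were plated at 4000 cells/well with tetracycline and held overnight at 30 C. After no-wash calcium dye loading, compound-evoked calcium rise over 180 s flagged agonists.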
D1 potentiator: human D1 dopamine receptor positive modulation | P21728 | AID 504651 | hit rate 0.036% among 360,000 | potentiation, % at 10 µM | HEK293 TREx D1 cells, calcium flux, dopamine EC20 potentiation; in the data active = potentiation above about 30%; note: 0% is about no effect
TRHR ag: activates the human TRH receptor | P34981 | activation, % at 2 µM | TRHR cells, calcium flux fluo-8, FDSS agonist mode | hit rate 0.18% among 360,000; in the data active = activation above about 30%; note: 0% is about no effect
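TRHR-expressing cells, plated overnight in medium with 10% serum, were loaded with fluo-8 calcium dye at room temperature. After a 10 s baseline, library compound was pin-added and calcium release was recorded kinetically (ex 480/em 530) as agonist response.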
RXFP1 antagonist: blocks the human relaxin receptor RXFP1 | activity change, negative = inhibition, % at 57.5 µM | hit rate 0.59% among 350,000 | HEK293-RXFP1, relaxin-stimulated cAMP HTRF, 30 min; active compounds read low | AID 1259400 | Q9HBX9;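 active = activity change of -60% or lower, but not beyond a set lower limit; inconclusive = change between -60% and -40%, or beyond the set limit; inactive = change above -40%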; note: % is set by controls: 0 for no effect and ±100 for the full control effect
D2 potentiator: positive allosteric modulators of human D2 dopamine receptor; P14416; HEK293 T-REx D2, calcium flux, EC20 dopamine potentiation; potentiation, % at 10 µM; hit rate 0.34% among 340,000; AID 485347;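 active = potentiation over 3 SD above the plate norm, cut at about 30% in these data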; note: 0% is about no effect
Target sequence (P14416 whole entry, looked up): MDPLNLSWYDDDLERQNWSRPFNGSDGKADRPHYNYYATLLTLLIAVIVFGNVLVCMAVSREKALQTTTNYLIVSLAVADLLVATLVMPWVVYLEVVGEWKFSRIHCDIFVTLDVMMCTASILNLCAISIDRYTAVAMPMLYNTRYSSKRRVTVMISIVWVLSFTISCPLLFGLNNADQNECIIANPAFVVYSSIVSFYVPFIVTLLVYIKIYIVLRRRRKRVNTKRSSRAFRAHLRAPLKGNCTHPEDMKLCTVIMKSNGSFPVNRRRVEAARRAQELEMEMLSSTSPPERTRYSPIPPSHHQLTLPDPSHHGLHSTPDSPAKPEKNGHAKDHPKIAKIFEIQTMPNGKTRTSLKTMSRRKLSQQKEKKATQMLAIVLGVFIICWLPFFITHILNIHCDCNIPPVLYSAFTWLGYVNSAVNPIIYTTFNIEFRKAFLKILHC
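Cells plated with tetracycline inducer and held overnight at 30 C; calcium dye loaded 30–90 min at room temperature; baseline taken, compound added and read 180 s; EC20 dopamine then added and read 180 s.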
Anesthetic bind: candidate novel general anesthetic via apoferritin binding; hit rate 0.074% among 350,000; apoferritin/1-aminoanthracene competitive binding, fluorescence; Potency, µM (titrated, usually from 77.5 µM), for the others: top-dose activity change, negative = displacement, usual class: inhibitors; P02791; note: potency is the fitted concentration of half-maximal effect; % is set by controls: 0 for no effect and ±100 for the full control effect; nearly all actives have a fitted effect of over 20% in size
Target sequence (P02791 2-175 limits assumed): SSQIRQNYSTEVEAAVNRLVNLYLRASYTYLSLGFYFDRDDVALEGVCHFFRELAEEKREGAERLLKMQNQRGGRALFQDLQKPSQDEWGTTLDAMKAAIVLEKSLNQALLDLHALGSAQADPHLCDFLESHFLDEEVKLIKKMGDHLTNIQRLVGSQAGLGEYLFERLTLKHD
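10 uM apoferritin + 50% sat. 1-AMA, PBS; cpd 10 min RT; Ex380/Em535 endpoint; normalized to free probe vs complex; 4-param Hill fit; propofol titration as pos. ctrl.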
* = called active by the depositor; ? = inconclusive; / = not tested or not shown; & = joins results of further samples; [ ] = dose if it differs, or a comment. Unless noted, calls come from the whole dose curve; as a rule, active = well fitted curve in the direction sought with a large enough effect; inconclusive = small, poorly fitted or top-dose-only effect, or another doubt; inactive = no such curve, though single readings can be large; an effect the other way counts as inactive or inconclusive. This is a subset; the hit share may differ from the screen's.

SMILES	TRHR enhancer	D1 antagonist	RXFP1 ag	D1 ag	D1 potentiator	TRHR ag	RXFP1 antagonist	D2 potentiator	Anesthetic bind
CCCN(CCC)CCCNC(=O)Cn1cc2c(n1)-c1c(oc(C(=O)N3CCCC3)c1C)CC2	-3	4	-0.4%	0	-3	0.0	11	2	-3%
CC1(c2ccccc2)CC(c2ccccc2)=Nc2nonc2N1 (stereo not drawn)	-6	5	-0.5%	0	-3	-0.3	-11	-3	?
O=C1OC(Nc2ncccn2)c2ccccc21 (stereo not drawn)	-11	4	3.1%	2	4	-0.8	3	-6	-7%
COc1cccc(-n2ccnc2SCC(=O)Nc2cc(C)on2)c1	-2	-7	2.6%	0	2	0.1	-10	-9	-7%
Oc1c(C(c2ccc(Br)cc2)N2CCOCC2)sc2nc(-c3ccco3)nn12 (stereo not drawn)	0	/	1.7%	-2	3	-0.3	1	12	0%
CCCCc1ccc(NC(=O)CN2NS(=O)(=O)c3ccccc3C2=O)cc1	2	1	3.8%	-4	-6	-0.5	-12	16	?
Cc1cc([N+](=O)[O-])ccc1NC(=O)c1csc(C)c1C	2	-15	11%	2	1	-0.9	-8	0	-12%
CCc1cccc2c(SCC(=O)NCC3CCCO3)nc(-c3ccc(F)cc3)nc12 (stereo not drawn)	0	-2	2.8%	3	-2	-0.8	9	5	0%
O=C(Nc1ccc(Nc2ccccc2)cc1)c1ccco1	2	-5	-1.8%	4	2	0.1	-81*	3	-7%
CCN1C(=O)[C@H]2[C@@H](c3ccc(-c4ccc(Cl)c(Cl)c4)cc3)N[C@@](CC(C)C)(C(=O)OC)[C@H]2C1=O	6	-6	-0.8%	4	-2	0.3	/	17	/
NC(=O)c1ccc(=O)n(Cc2ccc(F)c(F)c2)c1	-5	3	0.0%	3	-6	-0.9	-4	5	-13%
O=C(N1CCN(Cc2ccc3c(c2)OCO3)CC1)C(Cl)(Cl)Cl	0	-20	0.6%	7	2	-0.2	2	0	-19%
CC(=O)c1cc(C(=O)Nc2ccc(C(=O)O)cc2)oc1C	0	7	0.2%	1	0	-0.1	-1	-2	-3%
O=C(/C=C/c1cc([N+](=O)[O-])ccc1OC(F)F)Nc1ccc(OC(F)F)cc1	0	-20	2.5%	3	7	0.4	-10	5	-4%
CCC1CN(C(=O)Nc2ccccc2F)c2cc(C)ccc2O1 (stereo not drawn)	-10	-15	0.9%	-1	-2	-0.4	-5	4	?
CCn1c(=O)n(CC(=O)NC2CCCC(C)C2C)c(=O)c2ccccc21 (stereo not drawn)	-3	5	5.2%	6	-9	-1.2	-7	3	?
COc1ccc(NC(=S)N2CCC(C(O)(c3ccccc3)c3ccccc3)CC2)cc1	6	-7	3.0%	1	-4	-1.3	-33	6	-3%
Cc1cc(C)cc(-n2c(SCC(=O)N3CCC(C)CC3)nc3c([nH]c4ccccc43)c2=O)c1	2	12	4.9%	1	-1	0.0	/	7	-5%
CCN1CCN(c2ncnc3c2cnn3-c2cccc(C)c2)CC1	23	-17	2.5%	18	0	1.6	2	/	-6%
C[C@@]12C(=O)N(CCc3c[nH]c4ccccc34)CC(=O)N1[C@H]1c3ccccc3OC[C@@H]1[C@@H]2c1ccccc1	0	/	1.5%	-1	-4	0.4	/	1	/
Cc1ccc(C(=O)NCc2ccc3c(c2)OCO3)cc1C	9	-4	3.0%	6	0	-1.2	5	2	-6%
S=C(Nc1ccc(Cl)cc1)c1sc(N2CCCCC2)nc1N1CCOCC1	1	1	6.4%	0	-5	0.4	/	3	2%
CCS(=O)(=O)N1CCN=C1SCc1ccccc1	-2	-2	1.7%	2	-2	0.0	10	8	-13%
O=C(O)c1cccc(N2C(=O)C3CC=C(Cl)CC3C2=O)c1 (stereo not drawn)	1	12	-0.5%	2	/	1.5	4	2	-18%
O=C(O)C(c1ccccc1)N1C(=O)/C(=C/c2cccs2)SC1=S (stereo not drawn)	2	1	0.2%	2	2	-0.3	-14	3	-8%
Cc1c(Cl)cccc1NC(=O)c1noc2c1CCCC2	7	2	-0.7%	-1	2	0.2	6	-4	?
Cc1c(Br)c([N+](=O)[O-])nn1CC(=O)NCc1ccco1	-2	9	0.5%	2	2	-0.5	4	-2	3%
Cc1ccc(NC(=O)c2nc(C)n(-c3ccc([N+](=O)[O-])cc3)n2)cc1	-3	-4	0.3%	0	-1	-0.3	-15	-1	10%
CC1(C)CC(=O)C(CC2=C(O)CC(C)(C)CC2=O)=C(O)C1	0	-14	-0.6%	3	0	0.8	0	15	7%
O=C(CN1CCOCC1)NCc1cc([N+](=O)[O-])ccc1O	-2	2	-2.4%	1	6	0.3	-4	9	-8%
COCCn1c(C2CCCCC2)nc2sc3ccccc3c(=O)c2c1=O	3	24	2.0%	3	4	-1.3	3	4	-18%
CCOc1ccc(C(C(=O)NCC2CCCO2)N(C(=O)c2snc(C(N)=O)c2N)c2cccc(F)c2)cc1 (stereo not drawn)	0	3	-0.1%	3	-2	0.1	-91*	6	-4%
Cc1cc(C=C2C(=O)c3ccccc3C2=O)c(C)n1-c1ccc(Cl)cc1	6	-3	0.3%	7	-4	0.3	-12	9	1%
Cc1ccccc1OCC(=O)Nc1ccc(N2CCOCC2)cc1N1CCOCC1	-4	12	1.6%	0	-3	-0.2	7	6	/
COc1ccccc1CNC(=O)Cc1cc(=O)[nH]c(=O)[nH]1	3	-8	-0.5%	-2	1	0.5	-4	6	2%
COc1cc2ccccc2cc1C(=O)Nc1cccc(-c2nc3cc(C)c(C)cc3o2)c1C	-8	-4	4.9%	2	-1	0.7	1	-4	-7%
CCOC(=O)c1c(-c2ccccc2)csc1NC(=O)c1cc(-c2cccc(OC)c2)on1	-1	-5	2.8%	2	2	0.2	12	-5	-7%
COc1ccccc1CN1C[C@@H]2C[C@@H](c3ccccc3C)N3CCC[C@@]23C1=O	-9	2	0.1%	1	0	0.7	-3	-2	-23%
Cc1cccc(NC(=O)c2cc(S(=O)(=O)N3CCOCC3)cn2C)c1C	2	-5	0.8%	1	2	0.3	-2	2	-8%
CC(=O)N1C(=O)N(C)C2C1N(C(C)=O)C(=O)N2C (stereo not drawn)	0	14	1.6%	3	4	0.4	5	-6	3%
Cc1cc(C)c(OCCNCc2ccccc2)c(C)c1	6	6	0.0%	2	-2	0.5	-16	-6	-18%
O=C(CCC1N=C2c3ccccc3N=C(SCc3ccc(F)cc3)N2C1=O)NCc1cccs1 (stereo not drawn)	-2	13	8.0%	3	-1	-0.5	-13	5	?
Cc1cc2oc(=O)cc(CN3CCCCC3)c2cc1C(C)C	-8	-22	0.5%	6	-4	0.6	-16	/	-4%
Cc1ccc(-c2c[n+](CC(=O)Nc3nc(-c4ccccc4)cs3)c3n2CCC3)cc1	3	2	1.4%	3	-7	0.3	-16	-14	-16%
CCCC(=O)n1nc(-c2cccnc2)nc1NCc1ccc(OC)cc1	-3&2	-7&-13	7.7%&-0.2%	2&2	-7&2	-1.4&-0.2	-1&-11	9&-14	-17%&-13%
COc1ccccc1NC(=O)c1cccnc1	14	-16	0.0%	1	-2	-0.7	9	-7	-2%
COc1cc(C(=O)Nc2ccccc2C(=O)Nc2ccccn2)cc(OC)c1OC	-2	-23	3.1%	1	-11	-0.3	2	-10	-2%
O=C1CC(c2ccc(Cl)cc2)CC(O)=C1C=NCCO (stereo not drawn)	-4	0	-2.6%	0	5	-0.4	-3	-6	-1%
CC1CCCCC1NC(=O)c1cc(=O)[nH]c2ccccc12 (stereo not drawn)	6	15	-0.6%	4	-2	-0.3	8	-2	/
Cc1cc(-c2ccccc2)nc(N/N=C/c2ccc(O)cc2)n1	0	-18	-1.6%	3	-12	0.3	-77*	-5	/
CCN(CC)S(=O)(=O)c1cccc(NC(=O)c2ccccc2Br)c1	6	-26	-2.0%	3	-2	0.3	6	-15	-2%
COc1ccc(C2CC(c3cccs3)n3nc(N)nc3N2)cc1 (stereo not drawn)	8	-4	-0.9%	1	2	0.3	/	5	89%[activator]
CNC(=S)N(CCCO)Cc1cc2cc3c(cc2[nH]c1=O)OCO3	5	-8	0.9%	3	-11	0.5	5	2	-1%
COc1cccc(C2=NOC(C(=O)N3CCN(Cc4ccccc4)CC3)C2)c1OC (stereo not drawn)	1	-9	1.3%	0	-5	0.7	1	11	-18%
Cc1cc(C(=O)N2CCCC(CCC(=O)N3CCN(c4ccccn4)CC3)C2)c(C)o1 (stereo not drawn)	7	-5	-1.6%	1	-2	1.0	6	-1	-8%
Cc1onc(-c2c(F)cccc2Cl)c1C(=O)Nc1c(C)n(C)n(-c2ccccc2)c1=O	7	14	3.4%	5	0	-0.5	-3	7	-2%
COc1ccc(C(=O)Nc2ccc(OCc3cc(=O)n4ccsc4n3)cc2)cc1OC	5	-8	?	0	1	-0.4	/	25	-2%
CCN(CC)C(=O)c1[nH]cnc1C(=O)Nc1ccccc1	2	/	-0.2%	-2	-2	0.1	/	2	/
CCN(CC)c1nc(N2CCN(C)CC2)nc2ccccc12	-7	-3	0.5%	0	-12	0.1	-9	-6	-5%
CCOC(=O)/C(C#N)=C/c1ccc(SC)cc1	4	1	5.3%	1	-3	-0.2	-15	/	-17%
CSc1nsc(SCC(=O)Nc2ccc(Br)cn2)n1	-1	-4	0.1%	8	-7	0.0	-7	-12	?
CC1=C(C(=O)OCc2ccc(C)cc2)C(c2ccccc2Cl)CC(=O)N1 (stereo not drawn)	1	-1	5.8%	5	3	0.1	/	3	-13%

Rewritten with each value named: four of the compounds above
structure: COc1ccc(C(=O)Nc2ccc(OCc3cc(=O)n4ccsc4n3)cc2)cc1OC
  TRHR enhancer: 5
  D1 antagonist: -8
  RXFP1 ag: ?
  D1 ag: 0
  D1 potentiator: 1
  TRHR ag: -0.4
  RXFP1 antagonist: /
  D2 potentiator: 25
  Anesthetic bind: -2%

structure: CCN(CC)C(=O)c1[nH]cnc1C(=O)Nc1ccccc1
  TRHR enhancer: 2
  D1 antagonist: /
  RXFP1 ag: -0.2%
  D1 ag: -2
  D1 potentiator: -2
  TRHR ag: 0.1
  RXFP1 antagonist: /
  D2 potentiator: 2
  Anesthetic bind: /

structure: CCN(CC)c1nc(N2CCN(C)CC2)nc2ccccc12
  TRHR enhancer: -7
  D1 antagonist: -3
  RXFP1 ag: 0.5%
  D1 ag: 0
  D1 potentiator: -12
  TRHR ag: 0.1
  RXFP1 antagonist: -9
  D2 potentiator: -6
  Anesthetic bind: -5%

structure: CCOC(=O)/C(C#N)=C/c1ccc(SC)cc1
  TRHR enhancer: 4
  D1 antagonist: 1
  RXFP1 ag: 5.3%
  D1 ag: 1
  D1 potentiator: -3
  TRHR ag: -0.2
  RXFP1 antagonist: -15
  D2 potentiator: /
  Anesthetic bind: -17%
